hcDAF-12 act: H. contortus DAF-12 activation, primary screen; HEK293 hcDAF-12 lit1-tk-luc reporter, luminescence; 0% DMSO, 100% Δ7-dafachronic acid; activation, % at 6.8 µM; actives 1.4% (n = 370,000); AID 652067;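 active means activation above the mean of all tested compounds plus 3 SD, cut at about 5.5% in these data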;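 further: 100% = response to 3 µM Δ7-dafachronic acid high control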
DAX1 inh-1: NR0B1 (DAX1) inhibition. HEK293 Gal4-DAX1 luciferase reporter, luminescence. actives 0.99% (n = 340,000). inhibition, % at 6.75 µM. AID 504766. P51843;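 active means inhibition above the mean over all tested compounds plus 3 SD, cut at about 4.2% in these data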;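 further: 0% = DAX1-transfected cells with DMSO and 100% = empty-vector control cells with DMSO; inhibition shows as a rise in luminescence from relieved DAX1 repression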
Target sequence (P51843 207-470 limits assumed): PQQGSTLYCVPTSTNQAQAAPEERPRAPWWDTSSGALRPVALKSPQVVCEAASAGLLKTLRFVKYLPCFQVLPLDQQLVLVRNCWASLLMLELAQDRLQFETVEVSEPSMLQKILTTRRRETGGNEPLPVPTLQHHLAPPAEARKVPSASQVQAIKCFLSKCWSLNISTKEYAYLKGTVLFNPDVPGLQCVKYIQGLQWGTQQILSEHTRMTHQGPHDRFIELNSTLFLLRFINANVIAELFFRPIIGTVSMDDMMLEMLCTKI
hgDAF12 agonist: hgDAF-12 agonism, primary luciferase screen; HEK293 GAL4-hgDAF12 UAS-luciferase reporter, agonist luminescence; normalized to butyrate control; activation, % at 6.8 µM; actives 1.8% (n = 370,000); AID 687014;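 active means activation above a cutoff set at the mean of all screened compounds plus 3 SD, cut at about 10% in these data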;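 further: 0% = DMSO wells and 100% = sodium butyrate wells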
NPR2 activator: GC-B (human) receptor activation; activation, % at 10 µM; HEK293-GC-B cells, CNP EC30, cGMP TR-FRET; 0% at EC30 CNP, 100% saturating CNP; P20594; AID 1920062; actives 0.11% (n = 370,000);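 active means activation at 10 µM reaching about 35% in either raw or pattern-adjusted values, limit read from the data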
FXN GAA850 act: activators of GAA850 frataxin (FXN) promoter | HEK293 lucGAA850 FXN promoter luciferase reporter, 24 h; percent of 10 µM SAHA response | activation, % at 6 µM | actives 0.56% (n = 360,000) | AID 540364;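 active means activation above the average of all compounds screened plus 3 SD, cutoff fixed separately per campaign, cut at about 7.5% in these data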;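 further: 0% = DMSO wells and 100% = 10 µM SAHA wells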
NPR1 activator: GC-A (human) enzyme activation. HEK293 GC-A cells, cGMP TR-FRET, EC30 ANP; 0% at EC30 ANP, 100% saturating ANP. activation, % at 10 µM. actives 0.14% (n = 370,000); in the data active means activation above about 40%
HGIII-sPLA2 inh: Blocks human group III sPLA2 activity; QFRET BODIPY PC-A2 liposome hydrolysis, fluorescence; inhibition, % at 12.2 µM; actives 0.56% (n = 370,000); AID 743126;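 active means inhibition above mean plus 3 SD of compounds lying within the high and low control bounds, cut at about 19% in these data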;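 further: 0% = median of test compound wells and 100% = no enzyme DMSO wells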
Target sequence (Q9NZ20 whole entry, looked up): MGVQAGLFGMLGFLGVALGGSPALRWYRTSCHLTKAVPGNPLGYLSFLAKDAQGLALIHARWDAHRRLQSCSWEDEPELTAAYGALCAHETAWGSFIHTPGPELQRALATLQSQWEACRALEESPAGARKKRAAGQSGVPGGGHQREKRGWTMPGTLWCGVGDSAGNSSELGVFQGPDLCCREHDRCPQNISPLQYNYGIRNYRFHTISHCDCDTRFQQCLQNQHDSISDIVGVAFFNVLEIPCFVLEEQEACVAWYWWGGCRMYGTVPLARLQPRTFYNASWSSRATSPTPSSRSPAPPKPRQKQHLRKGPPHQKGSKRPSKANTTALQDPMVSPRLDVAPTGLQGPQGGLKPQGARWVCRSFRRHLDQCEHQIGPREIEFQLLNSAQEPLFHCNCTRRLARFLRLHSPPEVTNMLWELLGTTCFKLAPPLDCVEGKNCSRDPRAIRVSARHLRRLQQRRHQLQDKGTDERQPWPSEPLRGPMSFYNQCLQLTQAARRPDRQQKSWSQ
DAX1 inh-2: inhibitors of DAX1 repression of SF-1 activated StAR promoter; inhibition, % at 6.8 µM; HEK293T StAR-luciferase reporter, SF-1/DAX-1 repression relief; actives 1.1% (n = 370,000); AID 652010;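 active means inhibition above the mean over all tested compounds plus 3 SD, cut at about 3.6% in these data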;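 further: 0% = DAX-1 cells with DMSO and 100% = cells lacking DAX-1 with DMSO; higher inhibition means more luminescence from relief of DAX-1 repression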
ssDAF12 agonist: activates DAF-12 receptor from parasite S. stercoralis. HEK293 ssDAF-12/GRIP1 lit1-tk-luc reporter, luminescence; % of 3 µM dafachronic acid response. activation, % at 6.8 µM. actives 1% (n = 370,000). AID 652126;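 active means activation above the mean over all tested compounds plus 3 SD, cut at about 0.9% in these data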;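 further: 0% = DMSO-only wells and 100% = 3 µM delta7-dafachronic acid wells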
proKLK7 act: proKLK7 (human) activation, primary screen. P49862. purified proKLK7, EDANS-DABCYL substrate fluorescence; 100% is mature enzyme control, 0% vehicle. activation, % at 7 µM. actives 0.9% (n = 370,000). AID 652039;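 active means activation above the mean of all tested compounds plus 3 SD, computed per campaign excluding outliers beyond control limits, cut at about 13% in these data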
Target sequence (P49862 whole entry, looked up): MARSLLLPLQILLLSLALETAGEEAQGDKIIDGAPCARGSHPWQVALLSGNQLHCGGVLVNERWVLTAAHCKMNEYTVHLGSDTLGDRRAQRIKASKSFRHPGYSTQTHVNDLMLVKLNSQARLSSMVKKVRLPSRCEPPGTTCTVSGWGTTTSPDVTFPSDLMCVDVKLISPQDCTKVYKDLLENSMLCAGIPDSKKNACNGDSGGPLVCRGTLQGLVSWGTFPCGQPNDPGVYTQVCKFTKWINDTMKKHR
SMARCA2 activ: activators of SMARCA2 function; MG213 cells, MMTV-luciferase reporter, dexamethasone, overnight; activation, % at 9.1 µM; AID 652017; actives 1% (n = 370,000); in the data active means activation above about 7.8%;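 further: 0% = vehicle wells and 100% = reference activator wells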
* marks the source's active call; other numbers are inactive results; / = not tested or not shown.

SMILES	hcDAF-12 act	DAX1 inh-1	hgDAF12 agonist	NPR2 activator	FXN GAA850 act	NPR1 activator	HGIII-sPLA2 inh	DAX1 inh-2	ssDAF12 agonist	proKLK7 act	SMARCA2 activ
CCC(C)NC(=O)CC(NS(=O)(=O)c1ccc(C)cc1)c1ccc(OC)cc1 (stereo not given)	-2.0	-1.1	-2.0	3	-0.1	-3	-1	-0.6	-0.4	-0.1	0
NC(=O)c1ccc(NC(=O)COC(=O)CCCOc2ccccc2)cc1	-0.5	0.3	1.6	-2	1.2	-1	0	1.2	-0.7	0.2	4
CCn1ccc(C(=O)NC2=C(C#N)CCC2)n1	-1.4	-0.3	0.2	-7	0.4	1	1	-0.4	-1.4	-0.7	0
O=C(OCc1cc(=O)n2c(n1)sc1ccccc12)c1cccc(O)c1	-0.8	0.0	3.9	3	2.0	-3	-25	1.3	-1.4	0.1	4
CCC(NC(=O)c1ccccc1NC(=O)c1ccccc1)C(=O)O (stereo not given)	-0.2	0.3	-0.5	3	1.6	-7	11	-0.3	-1.3	-0.5	3
CC(C)(C)c1cc(NS(=O)(=O)c2ccc3c(c2)OCCO3)on1	1.6	0.6	2.2	3	-2.7	1	-4	-0.8	-0.5	0.7	-2
COc1ccc(NS(=O)(=O)c2ccc(C)c(NC(=O)NC3CCCCC3)c2)cc1	-1.4	-1.1	-3.7	1	-0.1	-1	-18	-0.5	-1.3	0.4	-1
CC(C)CCc1c(O)nc(SCC(=O)N2CCCCCC2)[nH]c1=O	0.3	0.5	2.3	1	0.2	1	-4	0.1	-1.3	0.6	0
CC(C)C[C@H]1COc2cccc(N(C)CCO)c2S(=O)(=O)N1	0.2	/	-1.0	1	/	1	5	3.2	-1.1	-0.3	3
CC1=CC(C)(C)N2C(=O)C3(NCCc4c3[nH]c3ccccc43)c3cccc1c32 (stereo not given)	-1.4	0.2	-0.2	-5	-5.7	-5	2	1.1	-1.7	-0.6	-2
CC(=O)Nc1cccc(C(=O)NC2CCCc3c2cnn3-c2cc(C)cc(C)c2)c1 (stereo not given)	0.7	-0.3	3.5	-1	1.0	2	-10	2.8	-0.8	0.1	-1
COc1ccccc1NC(=O)Cn1c(=O)oc2ccccc21	-1.7	-0.3	-2.5	4	0.8	1	1	0.0	-0.6	0.8	-2
O=C(O)c1cc([N+](=O)[O-])ccc1-c1ccc([N+](=O)[O-])cc1C(=O)O	-0.4	0.8	5.9	10	-0.2	-2	8	0.3	-0.8	0.1	-6
COc1ncnc2c1ncn2CCCNc1ccc(C)c(C)c1	-1.6	0.7	-1.7	-4	1.2	-6	15	0.0	-1.1	0.9	-3
CCCSc1cc(N)cc([N+](=O)[O-])c1	-1.5	0.0	-0.6	1	2.6	-1	2	-0.7	-1.6	0.3	0
Cc1ccc(N=Nc2ccc(N)cc2C)c(S(N)(=O)=O)c1	-1.0	3.6	6.2	-2	0.3	4	2	0.0	-1.0	-0.7	4
Cc1ccc(-c2csc(NC(=O)C3=COCCO3)n2)cc1	1.5	0.5	9.8	-4	5.0	3	-22	1.1	-1.1	0.7	8
CC(=NCCc1ccccc1)C1=C(O)CCC1=O	-1.4	-1.8	0.4	0	-1.3	3	8	-0.1	-1.3	-0.3	-1
CCOC(=O)c1c(NC(=O)C2CCCO2)sc(C(N)=O)c1C (stereo not given)	-0.1	-0.9	-2.1	5	2.8	-1	0	0.2	-0.8	0.1	6
COc1cc(NC(=O)CN2C(=O)NC(c3ccccc3)(c3ccccc3)C2=O)c(C)cc1[N+](=O)[O-]	-2.6	-0.9	2.3	2	3.2	-6	-27	-1.3	-1.4	0.2	1
COc1ccccc1CN1CC(C(=O)NCCN2CCNC2=O)CCC1=O (stereo not given)	-1.6	-0.1	1.5	7	0.9	1	-5	0.1	-0.4	-0.2	1
Cc1ccc(C(=O)N2CCC[C@@H]2C(=O)N2CCC[C@@H]2C(=O)NCc2ccccc2)cc1	-0.3	/	0.8	3	/	-3	6	-0.1	-0.6	0.0	-2
O=C(O)c1cccc(S(=O)(=O)N2CCc3ccccc3C2)c1	-1.6	-0.8	1.7	-1	-1.8	4	-3	-0.1	-0.8	0.5	3
Cc1[nH]c2ccccc2c1C1C(c2ccccc2)=NN=C(C(C)C)N1O (stereo not given)	1.4	-1.2	-1.3	-9	-0.6	-23	-16	-0.1	0.3	0.1	-3
CC1(C)Cc2c(C#N)c(SCc3ccccc3)nc(N3CCOCC3)c2CO1	0.5	0.9	2.2	52*	5.3	21	3	0.3	-1.1	-0.1	0
CC(C)N(C)Cc1nnnn1CC(=O)N(C)Cc1cccc(Cl)c1	-1.2	0.1	-2.6	-1	-0.3	0	1	0.0	-0.9	0.6	-2
CC(=O)c1cccc(NC(=O)N2C3CCC2CC(O)(c2cccnc2)C3)c1 (stereo not given)	-0.8	3.2	-4.2	6	-1.2	-3	9	-0.2	-1.1	0.4	-4
CCOC(=O)c1c(N)sc(C(=O)OCCOC)c1C	0.0	1.1	6.4	3	5.0	6	2	0.5	-1.4	1.2	0
COc1ccc2c(CCNC(=O)CN3C(=O)c4ccccc4C3=O)c[nH]c2c1	-0.8	-0.1	-2.6	1	0.8	1	1	0.2	-0.5	0.3	-1
CCOC(=O)c1cnc2c(OC)cccc2c1N1CCN(c2ccccc2OC)CC1	-3.0	-2.2	-3.0	5	-8.0	-6	-12	-1.6	-1.4	0.9	-2
CCOC(=O)N1CCC(NC(=O)c2cc(S(=O)(=O)NCCc3ccccc3)ccc2F)CC1	-3.7	-2.3	-0.6	-3	-1.1	7	-5	-1.1	-1.6	0.2	-1
COc1cc(NC(=O)Cn2nc(C(F)(F)F)c(Br)c2C)cc([N+](=O)[O-])c1	-2.9	-1.1	1.3	-6	1.8	-3	5	-0.6	-1.1	0.2	-2
COc1ccc(-c2cc(C(=O)NC3CCCC3)c3ccccc3n2)cc1OC	0.9	0.1	-3.1	1	3.1	3	-1	0.0	-1.8	-5.4	3
Cc1cc(C(=O)Nc2ccc(N3CCOCC3)c3nonc23)ccc1[N+](=O)[O-]	-0.3	-1.4	0.0	6	5.3	11	-8	-0.1	-1.1	0.1	1
O=C(Nc1ccc([N+](=O)[O-])cc1Br)c1cc2ccccc2nc1Cl	-1.4	1.1	1.4	-1	3.0	0	4	0.0	-1.8	0.3	-2
Cc1cc(Cl)c(S(=O)(=O)Nc2cccc(O)c2)cc1OCC(N)=O	-1.1	-1.1	-1.5	7	0.6	0	-1	-0.3	-1.1	-0.8	-1
CCn1c(=O)c(C(=O)NCCCO)c(O)c2ccccc21	0.2	1.4	1.7	0	1.3	3	-2	0.1	-1.0	-0.6	-4
CCCN(Cc1nnc(-c2ccccc2Cl)o1)C(=O)c1cc2ccccc2o1	3.9	-0.4	4.6	-2	1.9	-2	-12	0.3	-0.2	-0.6	3
O=C(CCc1ccccc1)Nc1cccnc1Cl	0.2	0.2	1.5	9	1.5	1	-3	0.2	-1.3	0.0	3
CCS(=O)c1ccccc1C(=O)OCC(=O)Nc1cccc(S(=O)(=O)N2CCCCC2)c1 (stereo not given)	-2.9	-2.1	-4.8	1	-3.0	2	-8	-4.1	-1.6	-0.1	-4

Eight entries out of the list, sorted by length of the SMILES, largest number first.
SMILES	hcDAF-12 act	DAX1 inh-1	hgDAF12 agonist	NPR2 activator	FXN GAA850 act	NPR1 activator	HGIII-sPLA2 inh	DAX1 inh-2	ssDAF12 agonist	proKLK7 act	SMARCA2 activ
Cc1ccc(C(=O)N2CCC[C@@H]2C(=O)N2CCC[C@@H]2C(=O)NCc2ccccc2)cc1	-0.3	/	0.8	3	/	-3	6	-0.1	-0.6	0.0	-2
CCS(=O)c1ccccc1C(=O)OCC(=O)Nc1cccc(S(=O)(=O)N2CCCCC2)c1 (stereo not given)	-2.9	-2.1	-4.8	1	-3.0	2	-8	-4.1	-1.6	-0.1	-4
CC(=O)c1cccc(NC(=O)N2C3CCC2CC(O)(c2cccnc2)C3)c1 (stereo not given)	-0.8	3.2	-4.2	6	-1.2	-3	9	-0.2	-1.1	0.4	-4
CCOC(=O)c1cnc2c(OC)cccc2c1N1CCN(c2ccccc2OC)CC1	-3.0	-2.2	-3.0	5	-8.0	-6	-12	-1.6	-1.4	0.9	-2
CC1(C)Cc2c(C#N)c(SCc3ccccc3)nc(N3CCOCC3)c2CO1	0.5	0.9	2.2	52*	5.3	21	3	0.3	-1.1	-0.1	0
Cc1cc(Cl)c(S(=O)(=O)Nc2cccc(O)c2)cc1OCC(N)=O	-1.1	-1.1	-1.5	7	0.6	0	-1	-0.3	-1.1	-0.8	-1
COc1ccccc1CN1CC(C(=O)NCCN2CCNC2=O)CCC1=O (stereo not given)	-1.6	-0.1	1.5	7	0.9	1	-5	0.1	-0.4	-0.2	1
O=C(CCc1ccccc1)Nc1cccnc1Cl	0.2	0.2	1.5	9	1.5	1	-3	0.2	-1.3	0.0	3

Next records
SMILES	hcDAF-12 act	DAX1 inh-1	hgDAF12 agonist	NPR2 activator	FXN GAA850 act	NPR1 activator	HGIII-sPLA2 inh	DAX1 inh-2	ssDAF12 agonist	proKLK7 act	SMARCA2 activ
CCCCCCCCN1C(=O)N2Cc3ccc(C)cc3C2CS1(=O)=O (stereo not given)	-1.0	/	1.9	10	/	-1	2	0.1	-1.3	1.1	-6
CC1(C)CC(O)CC(C)(C)N1CC(O)COCc1ccccc1 (stereo not given)	1.1	1.8	-0.6	-2	-0.2	1	-1	0.8	-1.2	0.3	-2
O=C(CSc1nc2ccccc2c(=O)n1Cc1ccco1)N1CCN(c2ccccc2)CC1	0.1	-1.8	-1.2	2	1.1	0	-3	-0.3	-1.1	0.4	-1
CN(C)/C=N/c1ncn(-c2ncc(C(F)(F)F)cc2Cl)n1	4.3	4.4*	7.8	-4	4.9	0	2	1.5	-0.5	0.1	1
Nc1nc2ccc(Cc3ccncc3)cc2s1	-0.4	1.0	2.2	-1	4.9	0	3	0.4	0.3	0.3	2
Cc1ccc(C)c(N2CCN(C(=O)c3nn(C)c4c3CS(=O)(=O)c3ccccc3-4)CC2)c1	-3.2	-1.8	-2.4	-4	0.5	1	1	-1.9	-1.7	0.7	1
O=C(Cc1ccccc1)Nc1nnc(-c2ccco2)s1	-1.4	0.3	4.3	8	4.4	3	-1	1.5	-0.7	-0.7	5
COc1ccc(NC(=S)NCC2CCN(c3ccc(OC)cc3)C2)cc1 (stereo not given)	0.1	0.9	0.3	-4	2.5	-3	15	-1.4	-1.5	0.5	3
CC(C)(C)C(=O)c1c(N)[nH]c(C(=O)c2ccccc2)c1-c1ccc(Cl)cc1	-1.1	/	2.2	-9	/	-16	1	0.7	-0.9	0.1	-2
COc1ccc(S(=O)(=O)N2CCOCC2)cc1NC(=O)c1ccccc1-c1ccc(C(F)(F)F)cc1	-1.6	0.1	0.7	1	2.7	-1	3	0.2	-1.5	-0.2	-1
Cc1cc(N/N=C/c2ccccc2)nc(N)n1	-0.8	0.9	1.1	-2	5.0	2	0	-0.4	-0.9	0.0	3
CCOC(=O)c1c(C)[nH]c(-c2csc(C)n2)c1C	-1.3	-0.1	3.8	-2	3.2	2	8	0.9	-1.0	-0.5	1
O=C(CNC(=S)N(Cc1ccccc1)Cc1ccccc1F)NCCc1ccccc1	1.2	-0.9	-3.0	1	-1.0	2	-22	0.3	-1.9	0.7	-3

Assay outcomes (PubChem BioAssay)
